Compound activity: PubChem BioAssay, NCI
yeast sgs1 mgt1 = NCI yeast anticancer drug screen, S. cerevisiae sgs1 mgt1 strain; AID 161; growth inhibition, % at 50 µM; hit rate 10% among 78,000;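 also: 0% = growth of vehicle-only cultures of the same strain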
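Mutant yeast exposed to compound; growth scored against vehicle-only wells.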
yeast mec2-1 = NCI yeast anticancer drug screen, S. cerevisiae mec2-1 strain. growth inhibition, % at 50 µM. hit rate 9% among 79,000. AID 157;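 also: 0% = growth of vehicle-only cultures of the same strain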
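Cells of the genetically defined mec2-1 yeast strain are incubated with test compound. Inhibition of growth is calculated against vehicle-treated controls.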
yeast mlh1 rad18 = NCI yeast anticancer drug screen, S. cerevisiae mlh1 rad18 strain. % growth inhibition at 50 µM. hit rate 11% among 79,000;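 also: 0% = growth of vehicle-only cultures of the same strain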
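Growth inhibition of the yeast strain was measured after compound exposure and expressed relative to vehicle-treated controls. The strain carries defined defects in DNA damage repair.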
yeast cln2 rad14 = NCI yeast anticancer drug screen, S. cerevisiae cln2 rad14 strain; % growth inhibition at 50 µM; hit rate 8.3% among 78,000;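 also: 0% = growth of vehicle-only cultures of the same strain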
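Yeast strain cln2 rad14, bearing defects in cell cycle control and DNA repair, serves as the test system; values reflect growth inhibition compared with vehicle.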
yeast bub3 = NCI yeast anticancer drug screen, S. cerevisiae bub3 mutant strain; hit rate 9.9% among 78,000; % growth inhibition at 50 µM;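 also: 0% = growth of vehicle-only cultures of the same strain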
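Steps: expose the mutant yeast strain to compound; grow alongside vehicle-treated cultures; measure growth; express inhibition against the vehicle cultures.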
rad50 = NCI yeast anticancer drug screen, S. cerevisiae rad50 strain; % growth inhibition at 50 µM; hit rate 10% among 79,000; AID 155;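 also: 0% = growth of vehicle-only cultures of the same strain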
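Relative growth inhibition (compound vs vehicle) was measured in yeast with a defined repair-gene alteration.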
* hit, by the source's call; & = joins results of further samples. Rule as the data show it: active = growth inhibition above about 70%; inactive = the rest.

SMILES	yeast sgs1 mgt1	yeast mec2-1	yeast mlh1 rad18	yeast cln2 rad14	yeast bub3	rad50
OC(CNc1ccc(Cl)cc1)CN1CCOCC1 (stereo not given)	14.9	15.2	42.0	-1.1	-3.7	77.7*
NC(=O)Nc1ccc2ccccc2c1	1.6	-9.8	-5.2	-4.0	-19.8	8.8
C/C=C/C(=O)N(CC)CC	3.8	-4.2	10.8	1.6	-24.9	9.0
Cc1ccc(C2(C)CC/C(=N/O)c3cc(C)c(C)cc32)cc1C (stereo not given)	88.7*	90.8*	90.5*	91.2*	87.9*	90.5*
CC(=O)OCC1OC(n2c(-c3ccc(Cl)cc3)ccc(C#N)c2=S)C(OC(C)=O)C(OC(C)=O)C1OC(C)=O (stereo not given)	24.1&-16.8	-14.5&6.0	12.9&-25.1	-25.6&-1.9	8.4&-6.1	29.7&6.0
Clc1ccc(SSN2CCOCC2)cc1	98.9*	98.9*	97.2*	61.3	98.5*	98.5*
Cc1ccc(S(=O)(=O)Nn2c(-c3ccccc3)c(C#N)c(-c3ccc(Cl)cc3)c(C#N)c2=O)cc1	64.1	63.4	61.8	66.6	63.5	31.9
CC1(C)C2CCC1(C)C(NC(=O)CCN1CCOCC1)C2 (stereo not given)	14.3	-0.6	3.5	43.2	-11.5	21.9
C=CCc1cc(C(=O)OCC)cc(OC)c1O	3.9	-1.1	-0.3	-23.4	74.0*	5.2
CC(O)C(=O)OCCOc1ccccc1 (stereo not given)	-3.0	-6.3	-140.1	5.5	-14.3	12.7
C[N+](C)(C)CCN(C=O)CC[N+](C)(C)C	-15.1	2.3	-13.2	-16.1	22.7	-12.4
Nc1ncnc(N)c1N=O	35.1&67.5	4.0&32.5	26.6&34.5	31.2&39.3	53.2&62.6	21.6&39.0
CCCCCCCCCCCCCCCCCC(=O)NCC[N+](C)(C)C	99.4*	99.5*	99.2*	98.8*	98.8*	99.0*
COc1ccccc1NC(=O)C1=C(C)NC(C)=C(C(=O)Nc2ccccc2OC)C1c1ccccc1OC	-26.8	-6.7	1.9	17.1	0.3	15.2
ClCc1nn(-c2ccccc2)c(CCl)c1CCl	18.4	14.3	-4.5	-1.4	8.2	46.6
COc1cc(C(CC(C)=O)c2cc3c(cc2OC(C)=O)OCO3)cc(OC)c1OC(C)=O (stereo not given)	-7.3	3.0	23.6	-1.2	13.4	9.9
O=C1NC(=S)S/C1=C\c1ccc(F)cc1	74.1*	85.7*	80.3*	64.8	57.0	76.0*
CC1CN=C(N(C(=O)Nc2ccccc2)c2ccccc2)S1 (stereo not given)	2.0	9.7	7.0	2.1	49.8	7.0
O=c1[nH]c2cc(Cl)ccc2nc1/C=C(\O)c1ccc([N+](=O)[O-])cc1	37.4	21.8	54.0	7.8	6.5	25.6
COc1cc2c(cc1OC)CN1CCc3ccccc3CC1C2 (stereo not given)	-16.8	-73.3	-33.7	-5.1	-33.5	15.3
O=C(/C(=C/c1ccc(O)cc1)c1ccccc1)c1ccccc1	93.0*	34.5	84.0*	92.5*	91.3*	87.5*
O=[N+]([O-])c1ccc(N2CCN=N2)cc1	-15.2	-14.6	-6.8	2.4	-14.2	-24.2
O=C(c1nc2ccc([N+](=O)[O-])cc2[nH]c1=O)C(O)c1ccc([N+](=O)[O-])cc1 (stereo not given)	12.9	-6.2	31.5	10.1	-25.4	-1.9
Cc1ccc2c(c1)C1(c3ccc(Cl)cc3Cl)Oc3ccc(C)cc3C(c3ccc(Cl)cc3Cl)(O2)O1	3.1	1.5	16.6	-4.7	-2.7	-1.5
Cc1ccc(S(=O)(=O)/C(C#N)=C/NC(=S)Nc2ccccc2)cc1	-28.4	-15.8	9.1	-1.8	8.6	-5.0

Further results:
SMILES	yeast sgs1 mgt1	yeast mec2-1	yeast mlh1 rad18	yeast cln2 rad14	yeast bub3	rad50
O=C(O)c1ccc([N+](=O)[O-])cc1	-5.9	-3.0	-16.1	9.8	2.3	-7.8
Cc1cc(C)c([N+](=O)[O-])cc1[N+](=O)[O-]	9.4	5.5	5.2	-1.2	-3.4	7.5
Nc1n[nH]c(=S)n1Cc1ccccc1	-27.1	-10.0	-10.7	-18.2	-14.6	-21.8
CCOC(=O)Cc1nn2c(=O)cc(C)nc2s1	21.9	12.8	15.1	9.2	11.8	5.6
C[N+]1(C)CCCC(OC(=O)C(O)(c2ccccc2)c2ccccc2)C1 (stereo not given)	15.6	10.1	27.7	-18.9	13.6	38.0
CCCCCCCCCCCC(=O)N(CCCCCCCCCCC(=O)O)CC(O)C(O)C(OC1OC(CO)C(O)C(O)C1O)C(O)CO (stereo not given)	85.8*	12.8	20.3	32.2	86.3*	65.3
Nc1cc(Cl)ccc1S(=O)(=O)O	2.1	-1.8	-4.4	-48.8	-15.1	-7.1
O=C(CSc1nc(-c2ccccc2)c(-c2ccccc2)[nH]1)NNC(=S)Nc1ccccc1	-7.2	0.5	3.0	-26.3	54.5	6.5
Cc1ccc(NC(=O)Nc2ccc(Cl)cc2)c(C)c1	1.6	-6.0	-0.7	-28.6	5.6	-12.8
CC(=O)Nc1cccc(/C=C/c2nc(N)nc(N)c2-c2ccc(Cl)cc2)c1	23.6	3.1	34.4	-40.3	0.7	42.7
COc1cc2c(cc1OC)NC(=O)NC(Cc1ccc3c(c1)OCO3)CC2 (stereo not given)	13.8	10.8	27.3	-47.0	22.3	20.6
NC(=O)C1CCCN1C(=O)C(Cc1cnc[nH]1)NC(=O)C1CCCC1 (stereo not given)	-1.6	-1.6	-8.3	8.1	7.0	-46.4
O=S1(=O)CCCc2c1ccc1ccccc21	-11.1	-26.2	4.5	-4.7	0.3	-9.2
CCCCCC/C=C\CCCCCCCCC(=O)c1cccc(OC)c1OC	9.6	19.0	-8.1	-13.8	-20.8	5.3
O=c1ccc2cccc(O)c2[nH]1	-15.9	11.8	7.2	-1.8	9.9	3.5
COC(=O)Cc1c(C(C)=O)[nH]c2ccccc12	4.3	9.2	13.1	20.6	4.2	19.5
Nc1ncnc(N)c1NC(=O)c1cccc(C(=O)c2ccccc2)c1	-10.7	16.1	0.8	-3.5	0.8	2.9
ONc1ccccc1	11.8	6.1	16.6	16.7	28.1	15.3
N#CC(c1ccccc1)N(C(N)=O)c1ccccc1 (stereo not given)	8.1	8.5	4.2	-2.9	6.4	-3.1
O=C1CSc2nc3ccc(Br)cc3c(=O)n21	11.2	9.1	20.9	-19.4	18.6	16.0
O=S(=O)(Sc1ccccc1)C(c1ccccc1)c1ccccc1	14.1	-1.2	6.8	-12.8	62.0	-21.6
CCOC(=O)C(C)c1nnc(-c2ccc(OC)cc2)[nH]c1=O (stereo not given)	-3.8	-6.7	13.1	10.8	4.0	12.9
COC(=O)c1ccccc1C(=O)c1c(C)cc(C)cc1C	34.1	28.2	50.3	-64.0	46.9	13.8
CCCCCCCCCC(=O)N/N=C/c1c[nH]c2ccccc12	20.7	28.4	21.9	-8.8	29.1	0.9
COc1ccc(C2OCC(c3ccccc3)O2)cc1 (stereo not given)	-18.5	-7.7	-29.1	-37.0	3.1	-13.4

(next part)
SMILES	yeast sgs1 mgt1	yeast mec2-1	yeast mlh1 rad18	yeast cln2 rad14	yeast bub3	rad50
COC(=O)/C=C1/OC(c2ccc(C)cc2C)=CC1=O	42.5	50.7	57.1	0.8	26.6	47.8
CCN(CC)CCN1C(=O)NC2(CCCCC2)C1=O	18.8	-0.8	20.8	16.0	10.6	19.5
Cc1cccc(C)c1-n1c(C)nc2c(c(C)c(C)n2-c2ccccc2)c1=N	5.2	0.6	15.5	21.6	5.2	17.9
O=C(c1ccc(O)c(Br)c1)c1cc(Br)ccc1O	97.8*	96.9*	95.9*	95.3*	96.0*	95.7*
CCN(CC)CCCNc1ccc([N+](=O)[O-])c2nc3ccc(OC)cc3c(NCCCN(CC)CC)c12	13.0	5.0	0.2	24.8	13.4	66.5
CC1=CC2C(O)(CC(CO)=CC3C4C(C)(C)C4(OC(=O)c4ccccc4)C(OC(=O)c4ccccc4)C(C)C32O)C1=O (stereo not given)	92.0*	91.7*	88.6*	88.3*	89.2*	90.3*
CCOC(=O)OC1C(OC)OC2COC(c3ccccc3)OC2C1OC(=O)OCC (stereo not given)	-20.0	-13.3	11.4	-15.7	-2.2	-1.4
C=C(Nc1ccc(OC)cc1OC)C(=O)Cc1cccc[n+]1[O-]	-10.5	-2.5	-8.8	-2.4	-3.4	6.2
CC1=CC(=O)C2C(C)(O1)C1C(=O)C=C(C)OC21C (stereo not given)	-15.2	4.2	4.0	-28.4	-4.8	-5.3
Oc1cccc2nc3ccccc3cc12	16.2	1.1	9.6	-10.0	3.0	4.3
CC(=O)C(C(C)=O)=C1CCCC(O)O1 (stereo not given)	4.5	-0.7	13.1	5.7	2.6	20.4
N#Cc1c(-c2ccccc2Cl)c(-c2ccccc2Cl)nn(CCO)c1=O	13.4	7.2	27.5	9.3	10.2	16.9
Cc1cc(N)c2ccccc2[n+]1CCCCCCCCCC[n+]1c(C)cc(N)c2ccccc21	92.3*	92.8*	81.3*	91.0*	91.0*	89.3*
CC1CCCC(C)[N+]1(C)N (stereo not given)	-6.2	13.9	7.2	-0.9	11.1	-3.0
O=C1OC(=O)c2ccc([N+](=O)[O-])c3cccc1c23	76.4*	51.6	82.8*	26.4	74.2*	70.4*
Cc1c(C)c(C)c(S(=O)(=O)NCCCNS(=O)(=O)c2c(C)c(C)c(C)c(C)c2C)c(C)c1C	-7.2	-28.7	-1.1	7.7	-5.0	3.9
C/C(CCC1CCc2ccccc2C1)=N\NC(N)=O (stereo not given)	6.2	12.3	-6.5	-1.4	11.4	32.2
O=C(O)c1nn(-c2ccccc2-c2n[nH]c(=O)[nH]c2=O)c(=O)[nH]c1=O	-13.2	26.2	30.4	9.2	37.8	26.5
CCCc1nc2c(nc1C)C(=O)C=CC2=O	81.6*	97.5*	98.3*	86.5*	97.1*	96.5*
COc1c2occc2c(OC)c2c(=O)cc(/C=C/c3ccc4ccccc4n3)oc12	-3.5	3.1	-1.7	-12.3	-0.2	10.2
c1ccc(B2OC(c3ccccc3)=C(c3ccccc3)O2)cc1	17.9	-0.2	13.3	11.8	-0.5	1.4
COc1ccc(NC(=O)C2C(=O)N(c3ccc(OC)cc3)C(=O)/C2=N\NC(N)=O)cc1 (stereo not given)	-48.0	-24.9	-18.2	11.1	-9.6	-8.9
O=[N+]([O-])c1c(Cl)nc2ccccn12	31.1	26.1	70.5*	-0.6	-2.0	14.4
O=C(O)C1(Cc2ccc3c(c2)CCC3)Cc2cc3c(cc2C1)CCC3	77.8*	86.1*	80.1*	82.0*	82.2*	82.8*
CCC(CC)(CN)CCOc1ccccc1	-2.5	0.8	-13.9	3.5	-4.3	10.7

Next section.
SMILES	yeast sgs1 mgt1	yeast mec2-1	yeast mlh1 rad18	yeast cln2 rad14	yeast bub3	rad50
O=C(O)CCN1C(=O)CSC1=S	-21.8	2.1	-5.7	-2.4	20.6	6.7
CC1Nc2ccccc2C(=O)O1 (stereo not given)	-1.6	14.4	-3.0	-43.2	-6.7	4.9
CC(C)CCCC(C)C1CCC2C3C(O)CC4CCCCC4(C)C3CCC12C (stereo not given)	98.0*	97.8*	97.9*	95.2*	95.7*	96.7*
Cc1cccc(C)c1NCC1CO1 (stereo not given)	-6.3	-14.3	-11.2	13.2	-17.6	-17.4
CCCSc1ccc2nc(NC(=O)OC)[nH]c2c1	2.1	4.8	2.0	4.0	6.8	7.2
Cc1ccc(S(=O)(=O)ONNc2nccc3ccccc23)cc1	1.6	7.0	19.4	-16.8	1.1	16.9
C/C=C/C=c1/[nH]c(=O)/c(=C\C)[nH]c1=O	-10.6	-5.2	-14.2	-21.5	0.9	-6.8
Nc1cc2c(cc1Cl)-c1cc(Cl)ccc1C2=O	-2.2	-9.7	-8.5	-24.4	-8.5	5.7

This is a random part of the collection (roughly 15% active in at least one column).
